# FadD28 binding = M. tuberculosis FadD28 bisubstrate binding inhibition | FadD28 bisubstrate probe binding, fluorescence polarization | inhibition, % at 12.5 µM | 0.22% of 360,000 active | AID 588549; in the data active = inhibition above about 8.5%, passing the limit was not always enough; inconclusive = no clear call, values can overlap the other calls
# PrPC TRFRET = cell surface PrPC inhibition, primary TR-FRET screen; P04156; 0.43% of 370,000 active; TR-FRET read-out; inhibition, % at 13.8 µM; in the data active = inhibition above about 24%; note: 0% = median of the test wells and 100% = reference compound wells
# TcdB GH inh = blocks C. difficile toxin B glycohydrolase activity; AID 652162; P18177; 0.24% of 350,000 active; inhibition, % at 9.99 µM; TcdB glycohydrolase enzymatic assay, plate reader; in the data active = inhibition above about 10%
# Target sequence (P18177 whole entry, looked up): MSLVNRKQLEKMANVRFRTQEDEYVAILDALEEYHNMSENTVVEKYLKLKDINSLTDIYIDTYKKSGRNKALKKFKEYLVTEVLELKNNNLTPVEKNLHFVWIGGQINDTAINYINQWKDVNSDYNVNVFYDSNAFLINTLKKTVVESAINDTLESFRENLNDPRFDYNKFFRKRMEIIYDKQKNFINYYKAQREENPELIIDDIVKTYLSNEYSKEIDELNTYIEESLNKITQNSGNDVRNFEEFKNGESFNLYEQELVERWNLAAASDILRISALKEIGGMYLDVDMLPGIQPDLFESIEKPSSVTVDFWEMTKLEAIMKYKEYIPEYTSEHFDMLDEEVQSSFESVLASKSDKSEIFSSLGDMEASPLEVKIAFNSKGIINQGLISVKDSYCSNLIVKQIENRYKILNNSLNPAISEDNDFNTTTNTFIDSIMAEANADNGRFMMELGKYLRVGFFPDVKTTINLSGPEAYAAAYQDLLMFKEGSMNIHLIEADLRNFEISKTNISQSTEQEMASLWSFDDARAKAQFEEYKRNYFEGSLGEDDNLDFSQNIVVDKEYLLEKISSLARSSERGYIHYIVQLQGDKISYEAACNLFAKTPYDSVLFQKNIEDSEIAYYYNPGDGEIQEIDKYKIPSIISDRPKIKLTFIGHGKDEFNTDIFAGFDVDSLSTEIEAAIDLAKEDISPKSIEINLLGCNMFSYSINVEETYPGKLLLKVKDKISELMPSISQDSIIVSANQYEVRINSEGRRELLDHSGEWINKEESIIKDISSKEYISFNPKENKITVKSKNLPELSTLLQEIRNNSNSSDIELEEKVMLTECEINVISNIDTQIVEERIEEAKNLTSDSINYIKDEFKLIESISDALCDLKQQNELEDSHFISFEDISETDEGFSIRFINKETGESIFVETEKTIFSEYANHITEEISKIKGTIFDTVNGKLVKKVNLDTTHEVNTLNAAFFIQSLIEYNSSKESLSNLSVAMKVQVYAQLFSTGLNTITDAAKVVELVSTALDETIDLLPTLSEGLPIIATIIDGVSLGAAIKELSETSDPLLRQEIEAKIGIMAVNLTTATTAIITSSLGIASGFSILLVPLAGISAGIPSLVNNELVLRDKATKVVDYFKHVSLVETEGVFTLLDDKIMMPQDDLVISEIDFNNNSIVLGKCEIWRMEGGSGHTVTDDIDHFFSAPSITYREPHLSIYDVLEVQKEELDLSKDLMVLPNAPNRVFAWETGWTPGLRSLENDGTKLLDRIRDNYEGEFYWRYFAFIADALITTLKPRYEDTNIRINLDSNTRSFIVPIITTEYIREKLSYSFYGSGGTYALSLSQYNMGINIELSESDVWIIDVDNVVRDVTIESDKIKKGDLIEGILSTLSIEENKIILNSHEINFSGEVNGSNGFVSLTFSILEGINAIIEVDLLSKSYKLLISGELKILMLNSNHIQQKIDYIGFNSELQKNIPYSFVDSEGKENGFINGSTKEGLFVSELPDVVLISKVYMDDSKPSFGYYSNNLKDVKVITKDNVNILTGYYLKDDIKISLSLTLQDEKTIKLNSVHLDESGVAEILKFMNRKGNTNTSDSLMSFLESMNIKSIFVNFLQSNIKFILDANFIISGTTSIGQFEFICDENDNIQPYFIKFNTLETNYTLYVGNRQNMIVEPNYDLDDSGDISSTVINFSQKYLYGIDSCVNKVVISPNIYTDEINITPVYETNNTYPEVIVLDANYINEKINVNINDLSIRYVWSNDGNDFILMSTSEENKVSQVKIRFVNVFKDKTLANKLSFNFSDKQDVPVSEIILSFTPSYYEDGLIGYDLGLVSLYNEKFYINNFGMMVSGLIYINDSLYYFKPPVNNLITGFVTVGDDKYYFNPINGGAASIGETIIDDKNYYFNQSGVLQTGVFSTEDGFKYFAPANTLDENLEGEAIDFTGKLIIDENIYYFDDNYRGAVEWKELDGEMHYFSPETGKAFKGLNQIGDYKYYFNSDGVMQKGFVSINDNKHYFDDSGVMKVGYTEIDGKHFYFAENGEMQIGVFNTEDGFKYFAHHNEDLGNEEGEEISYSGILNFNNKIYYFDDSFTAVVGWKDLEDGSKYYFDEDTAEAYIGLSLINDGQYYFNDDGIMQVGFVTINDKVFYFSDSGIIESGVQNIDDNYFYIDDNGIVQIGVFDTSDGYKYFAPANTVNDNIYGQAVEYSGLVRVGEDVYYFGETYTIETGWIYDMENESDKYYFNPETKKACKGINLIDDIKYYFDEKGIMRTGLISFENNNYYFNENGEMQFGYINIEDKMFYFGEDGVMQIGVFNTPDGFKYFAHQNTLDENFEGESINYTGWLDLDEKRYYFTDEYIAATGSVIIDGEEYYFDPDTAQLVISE
# Anthrax LF inh2 = inhibitors of Bacillus anthracis lethal factor protease; P15917; multiplex microsphere protease cleavage assay, LF; inhibition, % at 10 µM; 0.12% of 360,000 active; AID 588501; note: plate controls were buffer without enzyme for full effect and enzyme alone for no effect
# PfHsp40 yeast = rescue of PfHsp40-mediated yeast toxicity; S. cerevisiae expressing PfHsp40, growth rescue, ATP luminescence; growth rescue, % at 12.5 µM; 0.68% of 340,000 active; AID 504582; in the data active = growth rescue above about 28%, passing the limit was not always enough; inconclusive = no clear call, values can overlap the other calls;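 note: yeast W303a lacking pdr1 and pdr3 grown in galactose medium; growth measured after three days at 30 °C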
# BoNT A protease = blocks Botulinum neurotoxin A light chain protease; multiplex microsphere protease substrate cleavage, flow cytometry; inhibition, % at 10 µM; 0.17% of 360,000 active; AID 588499; note: plate controls were buffer without enzyme for full effect and enzyme alone for no effect
# Yp Topo-I inh = inhibitors of Yersinia pestis topoisomerase I; AID 504884; Y. pestis Topo-I cleavage product accumulation, plate reader; activity, % at 10 µM; 0.064% of 360,000 active; in the data active = activity above about 50%, passing the limit was not always enough; inconclusive = no clear call, values can overlap the other calls; note: inactives centre near 2
# BoNT-F LC inh = BoNT F light chain protease inhibition | inhibition, % at 10 µM | Multiplex microsphere protease cleavage assay, flow cytometry | AID 588497 | 0.22% of 360,000 active; in the data active = inhibition above about 35%, passing the limit was not always enough; inconclusive = no clear call, values can overlap the other calls; note: plate controls were buffer without enzyme for full effect and enzyme alone for no effect
# CCHFV vOTU inh = blocks the CCHF virus ovarian tumor domain protease; inhibition, % at 11.5 µM; 0.55% of 370,000 active; CCHFV vOTU protease, Pep-AMC fluorescence; in the data active = inhibition above about 30%; note: 0% = vehicle wells with enzyme and 100% = no enzyme wells
# Starred values were filed as active, the others as inactive; ? = inconclusive; · = no result given; & = joins results of further samples. Cut-off read from the data, not from the text of the source, unless noted: active = inhibition above about 30%; inconclusive = no clear call, values can overlap the other calls; inactive = below that.
SMILES,FadD28 binding,PrPC TRFRET,TcdB GH inh,Anthrax LF inh2,PfHsp40 yeast,BoNT A protease,Yp Topo-I inh,BoNT-F LC inh,CCHFV vOTU inh
COc1ccc(/C(N)=N/OC(=O)CCCN2C(=O)c3ccccc3C2=O)cc1OC,-0.1,-5,-0.1,-2,-1.2,-0.1,6,-3,-1
COc1ccc(NC(=O)c2cc3c(=O)n(C)c4ccccc4c3n2C)cc1Cl,-5.1,3,1.4,-4,-0.5,0.7,8,-5,-7
CCS(=O)(=O)Nc1cccc(-c2cn3c(n2)SCC3)c1,-3.5,7,0.1,-2,-0.7,2.6,6,-4,-14
CCN(CC)CCCN1C=C2C(=O)C(C)(OC(=O)CCc3ccccc3)C(=O)C=C2C=C1c1ccc(C#N)cc1 (stereo not drawn),-0.5,·,·,-28,0.1,3.1,-1,-55,·
CCC(C)NC(=O)c1ccc(C2SCC(=O)N2Cc2ccccc2)cc1 (stereo not drawn),0.5,-4,1.6,-3,-0.7,-0.3,2,-6,-11
O=C1NC(=O)C2(CCC(C3CCCCC3)CC2)N1 (stereo not drawn),-4.0,7,0.6,3,3.7,-0.8,0,-5,11
Cc1cc(C)n(Cc2ccc(NC(=O)c3ccc(COc4ccccc4Br)cc3)cc2)n1,-3.6,15,·,-3,0.9,-0.7,-1,-15,5
CCS(=O)c1scc(-c2ccc(Cl)cc2)c1C#N (stereo not drawn),-1.9,-7,0.2,-9,0.0,?,-2,?,-12
COc1ccc(OC)c(C2C(C(C)=O)=C(O)C(=O)N2CCC(=O)O)c1 (stereo not drawn),-0.4,-1,0.9,-3,-0.2,-0.7,1,-9,2
COC(=O)C1=C(c2cccc(OCc3ccccc3)c2)C[C@@H]2CC[C@H]1N2C(=O)NCc1ccc(Cl)cc1,-2.0,9,1.0,-6,1.4,-0.1,11,-4,4
CC(C)C(=O)OC1CCS(=O)(=O)c2sccc21 (stereo not drawn),-2.5,-2,0.1,-6,1.0,-0.4,1,-3,8
COc1ccc(-c2nc(CSCC(=O)NC3CCCc4ccccc43)c(C)o2)cc1OC (stereo not drawn),-3.3,8,·,9,4.3,3.6,-4,28,-5
O=C(CSc1nc2nc(-c3cccs3)cc(C(F)(F)F)c2c(=O)[nH]1)NCc1ccco1,-8.4,19,·,-3,0.3,-0.2,0,-6,-108
CC(NC(=O)C1CCC(CNc2c(N3CCCCC3)c(=O)c2=O)CC1)c1ccccc1 (stereo not drawn),-1.1,6,1.6,-6,0.9,-0.6,4,-7,-3
COc1ccc(N(CC(=O)NC2CCCCC2)C(=O)CNC(=O)c2ccco2)cc1,-1.5,0,0.4,-1,-0.9,1.3,0,5,-11
O=C(NCCc1ccccc1)C(c1ccccc1)N(C(=O)c1csnn1)C1CC1 (stereo not drawn),-0.7,-16,-1.2,-7,1.2,0.1,9,-3,1
O=P(COCCOCCOCP(=O)(c1ccccc1)c1ccccc1)(c1ccccc1)c1ccccc1,-2.0,-3,3.3,3,-0.4,-0.2,-12,6,8
O=C(CSc1ccc([N+](=O)[O-])cc1)NNC(=O)c1ccccc1F,-1.5,-14,0.2,3,-0.6,2.9,4,-7,16
CCN1CCN(CC(=O)Nc2cc(C)c(C)cc2[N+](=O)[O-])CC1,-0.4,-18,0.6,-1,0.0,-0.7,-2,0,-9
COc1ccccc1NS(=O)(=O)c1cccc(C(=O)OCC(=O)NC2CC2)c1,-1.1,1,1.1,6,0.1,1.8,-1,-2,-2
CCCCn1nc(C(=O)Nc2c(C)n(C)n(-c3ccccc3)c2=O)c2ccccc2c1=O,·,2,2.1,2,0.1,0.6,11,6,9
CN(c1ccccc1)S(=O)(=O)c1cccc(NC(=O)c2cncc(Br)c2)c1,-9.3,13,-1.3,-1,2.1,0.3,-8,0,-8
O=C(NCCc1ccc(F)cc1)Nc1ccc([N+](=O)[O-])cc1,-5.7,1,1.9,0,1.6,0.7,4,1,13
C[C@@H]1CN(C(=O)c2nc3ccc(Cl)cn3c2CNCC[C@@H]2C[C@@H]3C=C[C@H]2C3)C[C@H](C)O1,-3.0,-1,0.5,1,0.8,1.2,8,-7,2
C#CCN(C[C@@H]1[C@@H](OC(=O)NCc2ccc(OC)c(OC)c2)[C@@H](OC(=O)NCc2ccc(OC)c(OC)c2)CN(C(=O)OC(C)C)N1C(=O)OC(C)C)S(=O)(=O)c1ccc(C)cc1,-4.9,3,-0.5,-1,·,0.3,19,4,10
O=S(=O)(NCc1ccco1)N1CCOCC1,-0.6,5,·,-8,0.3,-1.8,-3,-18,3
S=C(Nc1ccccc1)N1CCC(Cc2ccccc2)CC1,-2.4,12,2.5,-1,1.2,-4.0,14,4,2
COC(=O)c1ccccc1NC(=O)c1ccc(COc2ccc(C)c(C)c2)o1,-0.5,11,·,0,-0.4,-1.2,29,-3,7
CCN(c1ccc(OC)cc1)S(=O)(=O)c1nnc(NC(=O)C(C)C)s1,-2.3,-2,0.2,-5,-0.3,-6.5,5,-18,2
O=C(/C=C/c1ccncc1)c1cc(Cl)ccc1O,-2.4,11,0.9,-1,0.3,-1.1,12,-20,-10
Cc1cc(C(=O)Nc2ccncc2)c2ccccc2n1,-0.5,3,-1.3,8,-0.9,0.8,1,2,-4
CSc1ncccc1C(=O)OCC(=O)c1cc2ccccc2o1,0.9,-3,·,-2,0.7,3.0,-5,0,-13
CCOCCCN(C(=O)c1ccco1)C(C(=O)NC1CCCC1)c1cccc(OC)c1OC (stereo not drawn),-0.6,2,·,-1,0.5,-0.8,-5,-2,0
COc1ccc(CNC(=O)CSc2nc3ccc(C)cc3[nH]2)cc1OC,-2.4,4,-1.5,-4,1.7,-2.1,-6,-13,19
CCOC(=O)c1c(NC(=O)C2CCCCC2)sc2c1CCN(CC)C2,-1.0,-12,0.7,4,-0.4,0.1,22,-19,-3
COc1ccc(CN(C)C[C@H]2OCCCC[C@@H](C)Oc3ccc(NS(C)(=O)=O)cc3C(=O)N([C@H](C)CO)C[C@@H]2C)cc1,-2.5,-7,0.1&0.1,4,·,-0.1,-1,0,6
COC(=O)c1c(NC(=O)COC(=O)c2ccc(Cl)cc2[N+](=O)[O-])sc2c1CCCCC2,-3.0,5,-0.9,1,-1.0,0.4,4,-2,2
CC(=O)OC1CC(c2cc(C(C)(C)C)c(O)c(C(C)(C)C)c2)=NO1 (stereo not drawn),-0.8,3,1.1,·,0.6,·,0,·,8
COc1ccccc1[C@@H]1C(c2ccc(F)cc2)=NN(c2ccccc2)[C@H]1C(=O)N1CCOC1=O,-0.7,2,0.5,-3,1.1,0.3,0,-8,-24
O=C(NC1CCCCC1)C1CCCN(S(=O)(=O)c2cccc3cccnc23)C1 (stereo not drawn),1.5,9,-1.4,-1,-2.4,0.8,5,1,-2
CC1CC(=O)c2cn3c(nc2C1)nc1ccccc13 (stereo not drawn),-1.2,4,·,2,-0.8,-0.5,2,-10,2
Cc1cccc(NC(=S)NCC(c2cccnc2)N2CCOCC2)c1C (stereo not drawn),0.0,-5,-0.3,0,-0.2,-0.5,1,1,2
c1ccc(COc2cccc(CNCc3cccnc3)c2)cc1,-4.0,-4,0.5,4,1.0,-0.5,-12,-14,-12
OCC1(Cc2cccc(Cl)c2)CCCN(Cc2sc(N3CCCC3)nc2Cl)C1 (stereo not drawn),-1.7,19,0.2,2,-1.3,-2.0,34,-2,11
CC(NC(=O)CCc1ccc(S(=O)(=O)NC2CCCCC2)cc1)c1ccccc1 (stereo not drawn),-3.4,0,·,-3,-0.6,0.2,17,-4,13
CCn1c(C)cs/c1=N\S(=O)(=O)c1ccccc1,-3.3,-3,-0.4,3,-1.2,-0.2,-7,-1,0
O=C(CSCc1c(Cl)cccc1Cl)NN=C1CCCC1,-0.1,3,0.2,-2,0.8,0.1,16,-6,-13
CN(CC(=O)N1CCN(Cc2ccccc2)CC1)C(=O)Cc1cccc2ccccc12,-1.2,10,2.3,3,0.9,0.6,14,-8,5

# Some of the entries above in a different format.
molecule	FadD28 binding	PrPC TRFRET	TcdB GH inh	Anthrax LF inh2	PfHsp40 yeast	BoNT A protease	Yp Topo-I inh	BoNT-F LC inh	CCHFV vOTU inh
Cc1cc(C(=O)Nc2ccncc2)c2ccccc2n1	-0.5	3	-1.3	8	-0.9	0.8	1	2	-4
CSc1ncccc1C(=O)OCC(=O)c1cc2ccccc2o1	0.9	-3	·	-2	0.7	3.0	-5	0	-13
CCOCCCN(C(=O)c1ccco1)C(C(=O)NC1CCCC1)c1cccc(OC)c1OC (stereo not drawn)	-0.6	2	·	-1	0.5	-0.8	-5	-2	0
COc1ccc(CNC(=O)CSc2nc3ccc(C)cc3[nH]2)cc1OC	-2.4	4	-1.5	-4	1.7	-2.1	-6	-13	19
CCOC(=O)c1c(NC(=O)C2CCCCC2)sc2c1CCN(CC)C2	-1.0	-12	0.7	4	-0.4	0.1	22	-19	-3
COc1ccc(CN(C)C[C@H]2OCCCC[C@@H](C)Oc3ccc(NS(C)(=O)=O)cc3C(=O)N([C@H](C)CO)C[C@@H]2C)cc1	-2.5	-7	0.1&0.1	4	·	-0.1	-1	0	6

# Next part:
SMILES,FadD28 binding,PrPC TRFRET,TcdB GH inh,Anthrax LF inh2,PfHsp40 yeast,BoNT A protease,Yp Topo-I inh,BoNT-F LC inh,CCHFV vOTU inh
CC(=O)c1ccc(NC(=O)CSc2n[nH]c(-c3cccnc3)n2)cc1,0.2,-1,1.4,-2,-1.1,-2.5,12,-16,-3
Cc1ccc(S(=O)(=O)N2CCOCC2)cc1C(=O)OCC(=O)Nc1ccc2c(c1)OCO2,-3.2,6,·,5,-0.6,-0.1,13,?,3
CC(C)CC(=O)Nc1ccc(S(=O)(=O)NCc2ccco2)cc1,-2.2,-1,1.0,5,0.8,-1.7,0,-7,7
CCCCn1c(=N)n(CC(O)COc2cccc(C)c2)c2ccccc21 (stereo not drawn),-1.0,-2,·,-4,-0.4,-2.6,13,-6,9
Cn1nnnc1Sc1ccc(C(=O)O)cc1[N+](=O)[O-],-0.6,-29,-0.1,1,0.0,-1.2,1,-3,0
COc1ccccc1C(=O)NC(=O)COC(=O)c1ccc(Cl)cc1[N+](=O)[O-],-0.4,4,0.9,-4,0.4,-0.6,-1,-2,5
COc1cc(OC)c(C2SCCN2S(=O)(=O)c2ccc(F)cc2)cc1OC (stereo not drawn),-2.0,-2,·,-2,0.8,0.2,-4,-11,7
O=C(NCc1ccco1)c1sc(=S)n2c1[nH]c(=O)c1ccccc12,?,2,·,0,1.5,?,-5,3,4
CNC(=O)/C(C#N)=C\c1ccc(CNS(=O)(=O)c2ccccc2)o1,-0.2,-1,·,-1,0.3,-0.1,5,-2,-9
Cc1ccc([C@H]2N[C@]3(CCCN(Cc4ccc(F)cc4)C3=O)[C@H]3C(=O)N(C)C(=O)[C@@H]23)cc1,-0.6,-3,0.6,1,·,-0.3,1,-6,-8
CCCCNC(=O)CCc1nc2cccnc2n1Cc1ccc(OC)cc1,0.2,-6,·,1,0.3,0.2,0,6,11
C=Cc1ccc(Cn2c(C)c(C(=O)NCc3cccc(C(F)(F)F)c3)sc2=O)cc1,-3.8,-5,1.1,1,·,-0.8,33,-10,0
COCc1cc(C)nc(Nc2cc(C)ccc2C)c1C#N,1.5,9,0.7,0,0.6,0.3,-2,-11,-5
Cc1cc(OC(=O)c2cccc(C(F)(F)F)c2)c([N+](=O)[O-])c(=O)[nH]1,-2.7,-9,-0.1,1,1.0,-0.2,-6,-1,15
O=C(Cn1ccc([N+](=O)[O-])n1)NCCc1c[nH]c2ccccc12,-5.3,-1,0.6,-4,-1.1,-0.8,10,-5,2
CCCCn1c(N)c(N(CCOC)C(=O)c2ccc(-c3ccc([N+](=O)[O-])cc3)o2)c(=O)[nH]c1=O,-2.2,-36,-4.7,3,-0.6,5.3,3,-6,11
Cc1c(NC(=S)NC(=O)CC(C)C)c(=O)n(-c2ccccc2)n1C,-0.1,-1,-0.1,-2,0.3,0.1,1,-4,21
CC1(C)C[C@H]2C3=CCC4[C@@]5(C)CC[C@H](O)[C@](C)(CO)C5CC[C@@]4(C)[C@]3(C)C[C@@H](O)[C@@]2(CO)[C@@H](O)[C@@H]1O (stereo partly drawn),-2.1,2,0.3,-3,0.4,-0.9,7,-1,-6
Cc1ccc(C(=O)Nc2nc(-c3ccc4c(c3)OCCO4)cs2)o1,-1.0,-5,-1.4,-1,·,-0.4,8,-9,2

# Screens from PubChem BioAssay.
